Source: PubChem
MEX-5 binding: C. elegans MEX-5 TCR-2 RNA binding activity; MEX-5/FITC-TCR2 RNA binding, fluorescence polarization; hits give low values; activity score (negative = inhibition of binding), % at 10 µM; actives 0.38% (n = 300,000);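 active = inhibition past about -25% in most replicates, and total fluorescence under double the plate's negative control median, limit read from the data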;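 also: 0% = DMSO and -100% = 5 µM competing unlabeled TCR2 RNA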
BCLXL inh: Bcl-xL (human) inhibition; Q07817; GST-Bcl-xL / FITC-Bim BH3 peptide fluorescence polarization; inhibition, % at 10.9 µM; actives 0.7% (n = 320,000); AID 2129;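 active = inhibition above the mean of all tested compounds plus 3 SD, cutoff set per campaign, cut at about 30% in these data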;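 also: 0% = DMSO wells and 100% = unlabeled Bim-BH3 peptide competitor; inhibitors lower millipolarization by displacing the labeled peptide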
Yeast superoxide: lowers age-related superoxide in aged yeast cells; S. cerevisiae aged cells, superoxide DHE fluorescence; hits give low values; superoxide response (% of plate mean), % at 10 µM; actives 0.18% (n = 330,000);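 active = superoxide response under a set limit, about three screen SD below normal, cut at about 65% in these data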;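 also: yeast aged for seven days with compound at 30 °C before DHE staining; 100% = average MFI of all compound-treated wells on the plate with controls excluded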
GLD-1 TGE inh: GLD-1-TGE RNA interaction inhibition (C. elegans) | actives 0.44% (n = 320,000) | Q17339 | purified GLD-1 + fluorescein TGE RNA, fluorescence polarization | inhibition, % at 5.96 µM | AID 2280;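 active = percent inhibition above a per-plate cutoff, the plate mean of test compounds plus 3 SD, cut at about 30% in these data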;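 also: 0% = DMSO wells with GLD-1 and probe and 100% = wells lacking GLD-1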
MCL1 BIM primary: MCL1-BIM-BH3 interaction inhibition (human). Q07820. GST-MCL1 / FITC-Bim-BH3 fluorescence polarization. inhibition, % at 10.9 µM. actives 0.68% (n = 320,000);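 active = inhibition above the mean inhibition of all tested compounds plus 3 SD, set per campaign, cut at about 40% in these data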;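 also: 0% = DMSO wells and 100% = unlabeled Bim-BH3 peptide control; higher means more loss of mP so more displacement of Bim peptide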
VLA-4 inh: inhibition in a human VLA-4 binding assay. P13612. VLA-4 expressing cells, ligand binding flow cytometry. inhibition, % (about 7 µM as worked out from the volumes in the protocol). actives 0.2% (n = 330,000). AID 2557; in the data active = inhibition above about 50%
Target sequence (P13612 whole entry, looked up): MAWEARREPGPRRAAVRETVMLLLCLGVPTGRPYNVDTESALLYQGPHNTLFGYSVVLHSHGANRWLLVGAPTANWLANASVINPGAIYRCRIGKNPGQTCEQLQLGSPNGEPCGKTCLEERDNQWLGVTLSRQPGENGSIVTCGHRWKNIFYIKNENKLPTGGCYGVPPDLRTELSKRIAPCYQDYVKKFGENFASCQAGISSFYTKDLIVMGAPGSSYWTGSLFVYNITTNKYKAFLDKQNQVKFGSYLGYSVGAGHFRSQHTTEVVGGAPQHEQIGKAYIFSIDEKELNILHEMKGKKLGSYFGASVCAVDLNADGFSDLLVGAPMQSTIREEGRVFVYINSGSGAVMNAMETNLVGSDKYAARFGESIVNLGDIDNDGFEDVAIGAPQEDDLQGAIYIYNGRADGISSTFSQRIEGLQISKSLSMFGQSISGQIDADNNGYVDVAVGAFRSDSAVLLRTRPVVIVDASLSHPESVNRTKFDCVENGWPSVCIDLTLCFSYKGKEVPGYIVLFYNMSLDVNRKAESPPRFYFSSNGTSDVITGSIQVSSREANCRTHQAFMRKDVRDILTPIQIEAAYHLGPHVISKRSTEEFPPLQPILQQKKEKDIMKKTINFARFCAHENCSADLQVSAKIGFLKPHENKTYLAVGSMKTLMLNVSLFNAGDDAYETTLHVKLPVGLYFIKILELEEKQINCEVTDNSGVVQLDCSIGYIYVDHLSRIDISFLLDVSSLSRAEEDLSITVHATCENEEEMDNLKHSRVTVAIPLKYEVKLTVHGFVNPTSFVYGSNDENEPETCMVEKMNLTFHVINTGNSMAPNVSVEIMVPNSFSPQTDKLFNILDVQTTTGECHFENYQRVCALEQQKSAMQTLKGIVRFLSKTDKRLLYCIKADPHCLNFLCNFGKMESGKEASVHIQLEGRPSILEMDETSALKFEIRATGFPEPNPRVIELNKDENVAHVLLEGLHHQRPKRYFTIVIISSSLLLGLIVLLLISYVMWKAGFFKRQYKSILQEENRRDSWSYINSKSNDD
AGP1 TOR yeast: yeast TOR pathway AGP1-GFP modulation; S. cerevisiae AGP1-GFP multiplex flow cytometry, 3 h; GFP as percent of DMSO wells; GFP response vs DMSO, % at 10 µM; actives 0.02% (n = 320,000);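 active = GFP response relative to DMSO above a set limit, near screen average plus 3 SD, cut at about 150% in these data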;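 also: median GFP channel fluorescence of the gated AGP1 strain per well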
GRK2 aptamer HTS: inhibitors of human GRK2 displacing RNA aptamer | P25098 | bead flow cytometry, FAM-aptamer displacement from GRK2 | inhibition of aptamer binding, % at 10 µM | actives 0.59% (n = 330,000) | AID 488847;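 active = inhibition of aptamer binding above 40%, roughly 3 SD of noise, on plates passing a quality check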;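 also: median bead fluorescence of bound FAM aptamer so fluorescent compounds give negative values; no value below 0 was filed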
CIT2 TOR yeast: modulators of TOR pathway CIT2-GFP in S. cerevisiae; AID 2029; S. cerevisiae CIT2-GFP strain, flow cytometry, 3 h; 100 means same as DMSO wells; actives 0.065% (n = 320,000); GFP response vs DMSO, % at 10 µM;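 active = GFP response relative to DMSO above a set limit, near the screen mean plus 3 SD, cut at about 150% in these data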;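 also: ratio of well median GFP fluorescence to mean of DMSO wells on the plate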
An asterisk follows results filed as active; · = no result given.

SMILES	MEX-5 binding	BCLXL inh	Yeast superoxide	GLD-1 TGE inh	MCL1 BIM primary	VLA-4 inh	AGP1 TOR yeast	GRK2 aptamer HTS	CIT2 TOR yeast
CCN(CC)C(=O)CSc1nc(C)cc(-c2cccs2)c1C#N	0.4	1	104	10	-2	13	90	2	84
O/N=C1\CCCc2oc3c(c21)CCCC3	0.8	4	77	4	0	13	99	0	99
COC(=O)c1sccc1-n1cccc1C(=O)N1CCOCC1	0.0	5	72	5	3	-1	105	0	104
CCC(=O)N1CCN=C1SCc1ccccc1Cl	0.0	4	98	3	-1	24	106	0	101
COc1ccc(OC)c2c(N)c(C#N)c(C(F)(F)C(F)(F)F)nc12	4.1	4	107	5	-4	11	101	0	95
CCC(=O)Oc1oc(-c2ccccc2)nc1C=Nc1ccccc1OC	3.2	-1	108	-7	-9	-4	92	0	81
Cc1cc(NC(=O)C(C)SCC(=O)Nc2ccccc2OC(F)F)no1 (stereo not given)	-0.5	8	95	-10	3	-2	87	0	96
O=S(=O)(CCSc1nc2ccccc2s1)c1nc2ccccc2s1	1.4	9	104	-3	7	-4	109	4	100
Cc1nn(CCc2n[nH]c(=S)n2C2CCCCC2)c(C)c1Br	1.4	-5	84	7	-13	2	96	3	97
Cc1ccc(C(=O)OCC(=O)NCCc2ccccc2)cc1S(=O)(=O)N1CCOCC1	-1.2	-10	87	2	-10	6	108	1	109
CCc1sc(N(C(=O)Cc2ccccc2)c2ccccc2)nc1-c1ccccc1	2.2	-1	105	-1	0	2	104	0	99
O=C(O)CC1(CC(=O)N2CCN(CCO)CC2)CCCC1	-0.9	7	106	4	-2	0	112	4	109
OC(CN1CCN(Cc2ccccc2)CC1)c1ccccc1 (stereo not given)	-1.2	3	87	7	9	-4	101	1	95
Clc1ccc(CNCCC2=CCCCC2)cc1	2.0	5	84	7	3	6	102	0	98
Cc1ccc(C2C(C(=O)O)c3ccccc3C(=O)N2C)o1 (stereo not given)	-1.5	-3	105	0	-1	1	101	3	98
O=C(OCc1ccccc1)c1cccnc1Cl	-1.4	3	91	1	2	-2	108	4	99
COc1ccc(C2=NOC(C(=O)Nc3ccc(C(C)=O)cc3)C2)cc1OC (stereo not given)	-0.9	2	102	0	8	9	99	4	93
Fc1ccc(CN2CCSCC2)cc1Br	-1.3	6	97	8	8	27	97	1	97
CC(C)C(=O)Nc1ccc(C(=O)NNC(=O)c2cccs2)cc1	0.1	3	114	-2	7	-1	99	2	79
COc1cccc(C2C(C(=O)c3cccs3)=C(O)C(=O)N2CCN(C)C)c1OC (stereo not given)	0.2	3	90	3	6	5	104	4	100
CCOc1cc(/C=N/NC(=O)CSc2nncn2C)ccc1OCc1ccccc1	0.2	0	94	8	-6	14	94	3	98
Nc1nnc(COc2ccc(Br)cc2Br)s1	-3.2	4	120	2	4	11	93	0	94
Cc1cc(C)c2c(N)c(S(=O)c3ccc(C(C)(C)C)cc3)sc2n1 (stereo not given)	-0.7	6	108	0	4	9	104	5	90
Cc1nn(C)cc1-c1cc(C(=O)O)c2ccccc2n1	0.7	6	106	-7	-4	2	100	4	88
COc1ccc(Nc2nc(N3CCN(S(=O)(=O)N(C)C)CC3)nc3ccccc23)cc1	-0.7	5	100	2	-1	-28	103	0	102
c1ccc(OCCn2cnc3ccccc32)cc1	2.1	5	93	4	1	-1	100	1	98
O=c1cc(CN2CCN(S(=O)(=O)/C=C/c3ccccc3)CC2)c2ccc(O)cc2o1	-2.8	4	76	-3	2	13	93	5	99
N#Cc1ccc(/C=C/C(=O)c2ccccc2)cc1	-1.7	-4	98	-1	-12	11	95	51*	79
Cc1cccc(-c2nc(CSCC(=O)NCc3cccs3)c(C)o2)c1	1.0	0	104	-1	1	17	99	0	92
COC(=O)c1ccc(C(=O)Nc2ccc3nc(-c4cccnc4)[nH]c3c2)cc1	-1.0	1	94	-3	-8	-9	106	2	107
Cc1ccccc1SCC(=O)OCC(=O)N1CC(=O)Nc2ccccc21	·	·	88	2	·	46	107	0	99
c1ccc(-c2noc(-c3cccnc3)n2)nc1	-0.5	-2	99	-2	-3	-7	99	0	102
COc1ccc(C(=O)N(c2ccc(OC)cc2)S(=O)(=O)c2cccs2)cc1	1.8	4	100	-2	8	-15	92	0	91
COc1cccc(CNn2cnnc2)c1O	1.3	4	103	-1	8	10	113	0	115
COC(=O)c1ccc(NC(=O)CCN2CCN(Cc3ccccc3)CC2)cc1	-1.3	5	91	7	9	8	107	3	94
CCOC(=O)c1sc(NC(=O)CSc2nc3c(c(=O)n2-c2ccc(C)cc2)SCC3)c(C(=O)OCC)c1C	3.4	1	95	7	-6	-1	103	8	123
Cc1nc(CNS(=O)(=O)c2ccc3c(c2)CCCC3)cs1	-0.8	0	96	6	4	5	93	3	88
NNC(=O)c1nc(Cl)c(Cl)c(N)c1Cl	-1.5	2	99	2	3	-1	103	0	106
CN(C)c1ccc(/C=C/C(=O)c2ccc3c(c2)OCCO3)cc1[N+](=O)[O-]	0.9	2	103	-1	2	5	97	6	95
CCOC(=O)c1c(C)c(C(=O)N2CCN(c3ccc(F)cc3)CC2)c(C)n1C	-0.4	4	89	4	3	1	102	0	97
COCCN(C(=O)C(C)C)c1nnc(-c2ccc(C)cc2)s1	-1.5	5	112	8	6	-3	102	0	89
O=S(=O)(c1cccs1)n1nnc2ccccc21	1.6	5	99	2	1	2	90	0	100
COc1ccc(C)cc1C(=O)CCC(=O)NC1CCCCC1	-0.6	4	94	-5	2	0	102	0	94
CC(C)(C)OC(=O)N1CCC[C@H]1C(=O)NCC1CCC(C(=O)O)CC1 (stereo not given in full)	-0.9	1	94	1	-4	39	98	7	101
NS(=O)(=O)c1ccc(CCNCC(=O)NC2CC2)cc1	-4.9	1	89	-1	0	-2	106	1	107

Shown with each value named: three of the compounds above.
CN(C)c1ccc(/C=C/C(=O)c2ccc3c(c2)OCCO3)cc1[N+](=O)[O-]
  MEX-5 binding = 0.9
  BCLXL inh = 2
  Yeast superoxide = 103
  GLD-1 TGE inh = -1
  MCL1 BIM primary = 2
  VLA-4 inh = 5
  AGP1 TOR yeast = 97
  GRK2 aptamer HTS = 6
  CIT2 TOR yeast = 95

Cc1ccccc1SCC(=O)OCC(=O)N1CC(=O)Nc2ccccc21
  MEX-5 binding = ·
  BCLXL inh = ·
  Yeast superoxide = 88
  GLD-1 TGE inh = 2
  MCL1 BIM primary = ·
  VLA-4 inh = 46
  AGP1 TOR yeast = 107
  GRK2 aptamer HTS = 0
  CIT2 TOR yeast = 99

O=S(=O)(c1cccs1)n1nnc2ccccc21
  MEX-5 binding = 1.6
  BCLXL inh = 5
  Yeast superoxide = 99
  GLD-1 TGE inh = 2
  MCL1 BIM primary = 1
  VLA-4 inh = 2
  AGP1 TOR yeast = 90
  GRK2 aptamer HTS = 0
  CIT2 TOR yeast = 100

New compounds follow:
SMILES	MEX-5 binding	BCLXL inh	Yeast superoxide	GLD-1 TGE inh	MCL1 BIM primary	VLA-4 inh	AGP1 TOR yeast	GRK2 aptamer HTS	CIT2 TOR yeast
CCO[C@@H]1OC(C(=O)N2CCOCC2)=C[C@H](c2ccc(Br)cc2)[C@H]1CCCO	3.7	4	102	3	6	-6	108	0	101
CCCNc1c(NC(C)=O)c(=O)oc2ccccc12	1.5	1	90	-2	-1	16	96	2	92
Cc1csc(=O)n1CC(=O)OCC(=O)NCc1ccc(F)cc1	1.4	2	109	3	0	4	99	8	94
CC(C(=O)Nc1cccc(C#N)c1)N(C)CCOc1ccccc1 (stereo not given)	0.6	10	96	3	4	-3	110	7	107
CC1=C(CC(=O)NCC(=O)NCC(=O)O)c2cc(F)ccc2/C1=C/c1ccc(S(C)=O)cc1 (stereo not given)	0.3	·	90	·	·	34	99	2	96
CN(Cc1ccc(F)cc1)C(=O)c1ccc(NC(=O)CC2SC(N3CCCC3)=NC2=O)cc1 (stereo not given)	-2.3	3	102	-1	2	3	99	1	92
COc1cc2c(c3oc(=O)cc(CC(=O)O)c13)CCC(C)(C)O2	-1.0	2	118	-1	4	7	100	1	99
Cc1ccc(-c2csc(C(C#N)=C3CCCC3)n2)cc1	-10	-1	106	5	-7	3	98	2	106
COc1cc(/C=C2\SC(N)=NC2=O)cc(Br)c1O	8.9	-43	92	-91	-92	-19	104	2	111
COc1ccc(CNC(=O)C2CC=CCC2C(=O)O)cc1OC (stereo not given)	0.3	-1	99	9	-2	10	98	0	94
O=C(NCc1ccc2c(c1)OCO2)Nc1ccc2ccccc2c1	0.3	5	100	-5	7	5	91	5	90
Cc1ccc(OCC(=O)NC(=S)Nc2ccccn2)c(Br)c1	-4.0	-1	94	2	2	-3	93	4	100
CSc1nc(N2CCOCC2)cc(N2CCOCC2)n1	-0.2	1	89	3	-1	12	97	0	106
COc1ccc(/C=C/C(=O)Nc2cc(C(F)(F)F)ccc2Cl)cc1OC	0.4	3	104	-2	-3	8	91	0	86
CC(C)Cc1nc2sc3c(=O)[nH]cnc3c2c2c1CCC2	0.8	2	111	1	1	4	94	0	98
O=c1c2ccccc2cnn1Cc1n[nH]c(=S)n1-c1ccccc1F	-2.5	-6	114	-3	-3	-2	99	2	94
Cc1nnc(SCC(=O)Nc2nccs2)o1	0.9	1	105	7	15	-9	101	0	97
CCOC(=O)CNC(=O)CSc1nnnn1-c1cc(C)ccc1C	1.2	-1	114	-9	-1	13	29	1	101
Cc1ccc(NC(=O)CSc2nnc(N)s2)c([N+](=O)[O-])c1	-4.1	11	110	7	13	0	93	2	103
COc1ccc(COC(=O)NNC(=O)c2ccccc2Cl)cc1	-0.5	3	98	4	4	2	85	1	94
N#CCCn1cc(C(=O)Nc2ccc([N+](=O)[O-])cc2)c(-c2cccs2)n1	-1.9	0	108	-2	3	-1	100	0	102
CCOC(=O)N1CCC(NC(=O)c2cccnc2SC)CC1	-0.1	3	99	-3	-1	-3	96	2	103
CC(=O)Nc1cccc(-c2nnc3c4ccccc4c(C)nn23)c1	-3.9	6	123	-7	7	-4	103	1	97
Cc1cccc(C(=O)N/C(=C\c2ccco2)C(=O)N2CCCC2)c1	-2.7	10	96	1	9	-111	104	4	100
Cc1ccc2nc(C(=O)N3CCc4c([nH]c5ccccc45)C3c3ccccn3)cn2c1 (stereo not given)	-0.2	5	91	4	-3	1	96	3	94
CCOC(=O)C1C(=O)NC(c2ccccc2)=NC1c1ccc(C(C)C)cc1 (stereo not given)	1.8	3	101	1	3	-3	107	0	100
NC(=O)C1CCN(c2oc(-c3ccccc3)nc2S(=O)(=O)c2ccc(Br)cc2)CC1	0.0	-1	131	9	1	-18	101	0	105
CC(=O)N1c2ccc(S(=O)(=O)NCCc3ccccc3)cc2CC1C (stereo not given)	-1.0	2	99	2	-2	-4	108	2	99
c1ccc(-c2csc3ncn4cnnc4c23)cc1	-1.1	3	104	-2	6	0	103	0	101
CCNC(=O)NC(=O)C(C)OC(=O)CCS(=O)(=O)c1ccc(C)cc1 (stereo not given)	1.3	1	102	1	-2	-16	112	0	107
COc1cccc(-n2nnnc2SCC(=O)NCc2ccco2)c1	-0.3	4	95	3	17	14	115	0	112
CCn1c(CC(=O)Nc2ccccc2)nnc1SCC(=O)Nc1nnc(C)s1	-0.9	1	102	1	-3	-8	103	1	104
COc1cccc(N2C(=O)C3CCCN3C2c2ccc(F)cc2)c1 (stereo not given)	4.7	2	105	-7	1	-17	94	8	97
O=C(CSc1ncccc1C(=O)O)NC1CCCCCCC1	1.7	4	97	0	1	8	107	0	113
Cc1cc(C(=O)COC(=O)c2ccc(CO)cc2)c(C)n1CC1COc2ccccc2O1 (stereo not given)	0.4	0	111	6	2	-3	101	0	98
